Compound activity: PubChem, National Center for Advancing Translational Sciences (NCATS)
aSyn yeast inh: alpha-synuclein toxicity inhibition in yeast; Potency, µM (titrated, usually from 46.1 µM), for inactives: at the top dose growth rescue (activation), hits mostly activators; AID 652106; 370,000 tested, 0.14% active; Yeast expressing alpha-synuclein, growth rescue, BacTiter-Glo, 24 h; note: potency is the fitted concentration of half-maximal effect; % of control where 0% means no effect; nearly all actives have a fitted effect of over 65% in size
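Readout is rescue of growth in alpha-synuclein-expressing yeast, so inhibitors of toxicity appear as activators. Growth after 24 hr at 30 deg C in galactose medium is quantified by luminescence.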
GLP1R inv ag: GLP-1 receptor (human) inverse agonism | HEK293 GLP-1R CRE-luciferase, luminescence, 24 h; GLP-1R form is constitutively active | Potency, µM (top dose mostly 38.3 µM), for inactives: top-dose activity change, negative = inhibition, hits mostly inhibitors | 410,000 tested, 1.6% active | AID 624417; note: potency is the fitted concentration of half-maximal effect; % is set by controls: 0 for no effect and ±100 for the full control effect; nearly all actives have a fitted effect of over 55% in size
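Readout was luciferase luminescence, measured 12 min after detection reagent at room temperature. Beforehand, GLP-1R reporter HEK293 cells had sat 12 h, then received compounds for 24 hr at 37 deg C.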
DRD3 agonist: activates the human D3 dopamine receptor; 410,000 tested, 0.58% active; max activation, %; D3R DiscoveRx beta-arrestin cells, luminescence, 90 min; P35462; AID 652048; in the data active = max activation above about 30%; note: 0% is about no effect; mostly tested at two doses, the higher about 12 µM
Target sequence (P35462 whole entry, looked up): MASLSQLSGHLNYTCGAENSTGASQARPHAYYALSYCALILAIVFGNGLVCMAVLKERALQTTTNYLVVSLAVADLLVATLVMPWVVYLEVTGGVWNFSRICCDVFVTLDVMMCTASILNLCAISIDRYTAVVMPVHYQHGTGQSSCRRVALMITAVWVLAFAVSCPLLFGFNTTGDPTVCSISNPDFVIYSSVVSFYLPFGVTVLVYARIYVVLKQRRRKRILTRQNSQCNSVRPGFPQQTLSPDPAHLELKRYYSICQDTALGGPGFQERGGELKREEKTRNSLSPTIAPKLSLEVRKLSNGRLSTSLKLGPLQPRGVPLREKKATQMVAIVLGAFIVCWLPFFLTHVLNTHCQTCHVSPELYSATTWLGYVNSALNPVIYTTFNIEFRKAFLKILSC
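Agonist-mode cell screen: cells plated at 1500/well and incubated overnight at 37 °C, then exposed to library compounds for 90 min at 37 °C. Detection reagent was added for 30–60 min at room temperature, and luminescence was read.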
GLP1R ag: GLP-1 receptor (human) agonism; P43220; HEK293 GLP-1R CRE-luciferase, luminescence, 4-6 h; cells express a hypersensitive GLP-1R form; Potency, µM (titrated, usually from 45.6 µM), without a hit: at the top dose activation, usual class: activators; 380,000 tested, 0.007% active; AID 624172; note: potency is the fitted concentration of half-maximal effect; % of control where 0% means no effect
PTHR1 agonist: activates the human parathyroid hormone receptor PTHR1; Q03431; Potency, µM (series often up to 115 µM), for inactives: at the highest dose activation, hits mostly activators; HEK293 GP2 PTHR1 cells, GloSensor cAMP luminescence, 1 h; 410,000 tested, 0.075% active; AID 743266; note: potency is the fitted concentration of half-maximal effect; nearly all actives have a fitted effect of over 55% in size; some results filed as inactive show a strong effect at the top dose; inactives centre near -15; many of its hits are not listed in these tables
Target sequence (Q03431 whole entry, looked up): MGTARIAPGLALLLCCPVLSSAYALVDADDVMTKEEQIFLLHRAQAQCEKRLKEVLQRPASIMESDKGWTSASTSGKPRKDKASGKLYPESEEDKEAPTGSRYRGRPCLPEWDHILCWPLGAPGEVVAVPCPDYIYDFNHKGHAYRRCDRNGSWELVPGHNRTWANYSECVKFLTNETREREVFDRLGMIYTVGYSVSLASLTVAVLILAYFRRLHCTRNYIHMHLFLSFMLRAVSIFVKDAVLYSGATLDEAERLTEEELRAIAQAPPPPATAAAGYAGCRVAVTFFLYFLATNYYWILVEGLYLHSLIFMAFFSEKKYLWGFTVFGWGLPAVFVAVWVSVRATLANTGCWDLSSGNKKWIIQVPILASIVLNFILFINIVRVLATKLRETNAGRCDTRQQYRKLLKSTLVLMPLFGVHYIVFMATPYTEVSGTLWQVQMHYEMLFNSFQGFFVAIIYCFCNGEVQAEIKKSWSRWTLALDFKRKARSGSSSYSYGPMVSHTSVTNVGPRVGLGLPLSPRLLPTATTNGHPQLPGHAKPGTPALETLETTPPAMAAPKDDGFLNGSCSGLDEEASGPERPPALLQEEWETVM
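HEK-293-derived GP2 cells expressing PTHR1 and a GloSensor cAMP reporter, 3,000/well, plated overnight, given luciferin plus IBMX (each 0.5 mM as added) for 1 h at 37 °C, then compound for 1 h at 37 °C. Luminescence was read after 15 min at room temperature.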
DRD3 antagonist: antagonists of human D3 dopamine receptor; max response, negative = inhibition, %; 360,000 tested, 2.5% active; D3R cells, DiscoveRx beta-arrestin luminescence, antagonist mode; stronger effect = lower value; in the data active = max response below about -50%; inconclusive = no clear call, values can overlap the other calls; note: % is set by controls: 0 for no effect and ±100 for the full control effect; mostly tested at two doses, the higher about 12 µM
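Cells plated overnight at 1500 cells/well, then exposed to library compounds with dopamine controls for 90 minutes at 37 degrees C. DiscoveRx reagent added for 30–60 minutes at room temperature; luminescence read, quantitative HTS format.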
KB-V1 MDR tox: KB-V1 MDR subline cytotoxicity; KB-V1 MDR cells viability, CellTiter-Glo, 72 h; Potency, µM (doses to about 46.1 µM), inactives show at the highest dose activity change, negative = cytotoxicity, actives largely listed as cytotoxic; 400,000 tested, 3.4% active; note: potency is the fitted concentration of half-maximal effect; % is set by controls: 0 for no effect and ±100 for the full control effect; nearly all actives have a fitted effect of over 60% in size
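Potencies derive from concentration-effect curves fitted to normalized luminescence (CellTiter-Glo) of KB-V1 cells treated for 72 h at 37 degrees C in phenol-red-free DMEM containing 10% FBS.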
HEK293 tox: cytotoxic in the GLP-1 receptor inverse agonist counter-screen. HEK293 cAMP-luciferase reporter cells, luminescence, 24 h. Potency, µM (highest dose often 38.3 µM), without a hit: at the highest dose activity change, negative = inhibition, actives largely listed as inhibitors. 410,000 tested, 0.13% active. AID 624418;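 note: loss of luciferase light is scored as toxicity; potency is the fitted concentration of half-maximal effect; % is set by controls: 0 for no effect and ±100 for the full control effect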
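1536-well qHTS counterscreen of the MLSMR; 200 cells/uL, 12 h pre-incubation, 23 nL cpd, 24 h at 37 deg C 5% CO2, luciferase detection reagent, 12 min RT, luminescence. Inhibition = undesired.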
TDP-43 yeast inh: rescues yeast growth from TDP-43 toxicity; TDP-43 expressing yeast growth rescue, BacTiter-Glo, 24 h; Potency, µM (highest dose often 46.1 µM), without a hit: at the highest dose growth rescue (activation), hits mostly activators; 410,000 tested, 1.8% active; AID 652104; note: potency is the fitted concentration of half-maximal effect; % of control where 0% means no effect; nearly all actives have a fitted effect of over 50% in size
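In this qHTS, compounds that restore growth of yeast expressing TDP-43 appear as activators. Cells (OD600=0.02, galactose medium, raffinose-pregrown) are incubated with compound 24 hr at 30 deg C and growth is quantified by BacTiter-Glo.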
* = called active by the depositor; i = inactive; u = inconclusive; x = no result given; & = joins results of further samples; [ ] = another dose, or the depositor's remark. Unless noted, calls come from the whole dose curve; as a rule, active = well fitted curve in the direction sought with a large enough effect; inconclusive = small, poorly fitted or top-dose-only effect, or another doubt; inactive = no such curve, though single readings can be large; an effect the other way counts as inactive or inconclusive. Not all compounds are listed; the hit share may differ from the screen's.

Key to letters – A = aSyn yeast inh; B = GLP1R inv ag; C = DRD3 agonist; D = GLP1R ag; E = PTHR1 agonist; F = DRD3 antagonist; G = KB-V1 MDR tox; H = HEK293 tox; I = TDP-43 yeast inh
COc1ccc(C(=O)C(C)OC(=O)CN2C(=O)c3ccccc3C2=O)cc1 (stereo not given)
  A = 0%; B = 35%[activator]; C = 3; D = 11%; E = -23%; F = 2; G = -14%; H = 11%; I = 3%
COc1ccc(NCC(O)Cn2c(C)c(C)c3ccccc32)cc1 (stereo not given)
  A = 15%; B = u; C = 4; D = 14%; E = -28%; F = 9; G = u; H = -8%; I = 23%
CC(=O)OCC(=O)C1(O)CCC2C3CCC4=CC(=O)CCC4(C)C3C(O)CC21C (stereo not given)
  A = 8%; B = u; C = 12; D = 1%&-1%; E = -27%; F = 46; G = -1%; H = -1%; I = 10%
COc1cccc(-c2nc(CS(=O)CC(=O)NCc3ccccc3)c(C)o2)c1 (stereo not given)
  A = 2%; B = 2%; C = 2; D = 8%; E = -7%; F = -10; G = 2%; H = -9%; I = 15%
Cc1cc(C)c(NC(=O)COC(=O)C2CCC(=O)N2)c(C)c1 (stereo not given)
  A = -4%; B = 15%; C = -6; D = 2%; E = i; F = -25; G = 8%; H = 5%; I = 21%
O=C(O)C1CCCCC1C(=O)Nc1ccc2c(c1)CCC2 (stereo not given)
  A = -1%; B = -15%; C = -17; D = -8%; E = -24%[57.5 µM]; F = 0; G = -12%; H = -9%; I = 5%
O=C(c1cc2cc(Cl)ccc2[nH]1)N1CCN(c2ccccc2F)CC1
  A = 1%; B = 8%; C = -5; D = -5%; E = -69%; F = 3; G = 1%; H = 2%; I = 0%
O=C(NC1(C(F)(F)F)NC(=O)N(Cc2ccco2)C1=O)c1cccs1 (stereo not given)
  A = -10%; B = 0%; C = 1; D = -14%; E = -1%[57.5 µM]; F = 17; G = -18%; H = -5%; I = -2%
CCCC(=O)N(CCN1CCOCC1)c1nc2ccc(OCC)cc2s1
  A = 1%; B = -26%; C = 3; D = 5%; E = i; F = -1; G = -11%; H = -6%; I = -27%
N#CCCn1cc(C(=O)O)c(-c2cccs2)n1
  A = -8%; B = -2%; C = 0; D = -3%; E = i; F = 5; G = -3%; H = -3%; I = 1%
CCCOc1ccc(-c2nonc2NC(=O)c2oc3ccc(C)cc3c2C)cc1OCCC
  A = x; B = 11%; C = 2; D = x; E = -3%; F = x; G = 1%; H = -3%; I = 0%
CC(C)CCNC(=O)CCn1nc(-c2ccccc2)ccc1=O
  A = 1%; B = 17%; C = -4; D = 11%; E = i; F = -4; G = -23%; H = -3%; I = 20%
CC(C)Cc1ccc(-c2ccc3nccn3c2)cc1
  A = -6%; B = 4%; C = -3; D = 19%; E = -53%; F = -12; G = 2%; H = 9%; I = 21%
CC(=O)Oc1c(S(=O)(=O)c2ccc(C)cc2)c(C)nn1C(C)(C)C
  A = 7%; B = -13%; C = 2; D = -11%; E = -33%[inhibitor]; F = 22; G = u; H = -28%; I = 0%
COc1ccccc1CNC(=O)COc1ccccc1C(=O)c1cnn(-c2ccccc2)c1
  A = -2%; B = u; C = 0; D = -6%; E = -90%[inhibitor]; F = -3; G = -18%; H = -13%; I = u
CCn1c(Cc2c(C)[nH]c3ccccc23)nnc1SCC(N)=O
  A = -8%; B = -2%; C = -1; D = -2%; E = i; F = 14; G = -1%; H = -2%; I = -5%
Cn1c(N)c(C(=O)CSc2nnc(C3CC3)n2Cc2ccccc2)c(=O)n(C)c1=O
  A = 2%; B = 20%; C = 1; D = 17%; E = i; F = 5; G = 8%; H = -8%; I = -6%
N#Cc1ccccc1Sc1ccccc1C(=O)NCC(c1ccco1)N1CCCCC1 (stereo not given)
  A = 3%; B = -29%; C = -6; D = 12%; E = -8%; F = -8; G = -7%; H = 4%; I = 19%
CC(=O)Oc1cc2c3c(c1)/C(=C1/SC(=S)NC1=O)C(=O)N3C(C)(C)C=C2C
  A = 16%; B = 7%; C = 20; D = -1%; E = -54%[inhibitor]; F = 8; G = 0%; H = 23%; I = 5%
COc1cc2c(cc1NC(=O)c1cccnc1)oc1ccccc12
  A = 8%; B = u; C = 5; D = 11%; E = -4%[57.5 µM]; F = 1; G = -16%; H = -9%; I = -4%
CCCCNC(=O)C1(C)CCN1C(=O)CSc1ccccc1 (stereo not given)
  A = 6%; B = 3%; C = 7; D = -6%; E = i; F = 14; G = 3%; H = 0%; I = 20%
C=CCn1c(SCc2ccccc2C#N)nnc1-c1cc(Br)ccc1O
  A = 15%; B = 0%; C = 3; D = -11%; E = 15%[57.5 µM]; F = 42; G = 3.7µM*; H = -7%; I = u
O=C(NCC(c1ccccc1)c1ccccc1)c1nn(-c2ccccc2F)nc1CO
  A = x; B = -12%; C = -18; D = x; E = -12%; F = x; G = x; H = -7%; I = -6%
c1ccc2sc(NC3=NCN(C4CCCCC4)CN3)nc2c1
  A = 0%; B = 0%; C = 8; D = -11%; E = -1%[57.5 µM]; F = 36; G = 8%; H = -2%; I = -20%
C/C(=N\O)C(=O)C(CN1CCCCC1)CN1CCCCC1
  A = 14µM*; B = 9%; C = -7; D = -3%; E = u; F = -24; G = -7%; H = 2%; I = -29%
CCCC(=O)Nc1nnc(SCC(=O)NC2CC2)s1
  A = 1%; B = -1%; C = -8; D = 0%; E = -12%; F = 7; G = -1%; H = 8%; I = -21%
COc1ccccc1C(=O)N1C(CC(=O)Nc2cc(Cl)ccc2C)C(=O)NC2CCCCC21 (stereo not given)
  A = 5%; B = 0%; C = -1; D = -3%; E = -21%; F = 24; G = u; H = -7%; I = -9%
CCCc1cc(NC(=O)CCl)n(-c2ccccc2)n1
  A = u; B = u; C = -3; D = -2%; E = i; F = -10; G = u; H = u; I = -17%[0.397 µM]
C[C@H](NC(=O)[C@@H]1Cc2ccccc2CN1)C(=O)Nc1ccc2c(c1)OCO2
  A = -4%; B = 0%; C = 2; D = -1%; E = -3%; F = 5; G = -4%; H = 0%; I = 4%
COc1cc2cc(C(c3nnnn3C3CCCC3)N3CCCCC3)c(=O)[nH]c2cc1OC (stereo not given)
  A = 1%; B = 0%; C = -1; D = -3%; E = i; F = -16; G = 1%; H = 0%; I = -11%
COc1cc(OC)cc(C(=O)N[C@@H](CCSC)c2nc3ccccc3[nH]2)c1
  A = 1%; B = 8%; C = -7; D = -3%; E = i; F = -56*; G = -3%; H = 6%; I = -5%
CC(C)[C@H](NC(=O)c1ccccc1)C(=O)Nc1cccc(S(=O)(=O)N2CCOCC2)c1
  A = 0%; B = -17%; C = -23; D = 7%; E = -4%; F = 2; G = x; H = -2%; I = -4%
COc1ccc(C(=O)NC(Cc2c[nH]c3ccccc23)C(=O)O)cc1 (stereo not given)
  A = 3%; B = 10%; C = 2; D = -1%; E = i; F = 19; G = 0%; H = 3%; I = 21%
CC[C@]12c3[nH]c4cc(-c5ccco5)ccc4c3CCN1C(=O)[C@@H](CC(=O)NCc1ccco1)C[C@@H]2C(=O)N1CCN(C(=O)c2ccco2)CC1
  A = 6%; B = -7%; C = 19; D = 5%; E = i; F = -29; G = 6%; H = 1%; I = 8%
Cc1ccc(S(=O)(=O)Nc2cccc(C(=O)NCCN3CCOCC3)c2)cc1F
  A = -1%[1.84 µM]; B = 9%; C = 5; D = -8%; E = -31%[inhibitor]; F = -14; G = u; H = 2%; I = -6%
NC1=NC2(CCCCC2)N=C(Nc2ccc(Br)cc2)N1
  A = 2%; B = u; C = -9; D = -12%; E = -13%; F = -7; G = 13%; H = -27%; I = 9%
COc1ccc(-c2csc(Nc3cc(C)ccn3)n2)cc1C
  A = -35%[inhibitor]; B = -24%; C = 7; D = 11%; E = -28%; F = 22; G = -3%; H = 2%; I = u
CCc1c(O)cc2n(c1=O)-c1ccccc1C2(C)C
  A = 1%; B = 0%; C = 1; D = 1%; E = i; F = -19; G = 0%; H = 19%; I = -6%
N#CC(c1ccc(Cl)cc1)c1ncc(C(F)(F)F)cc1Cl (stereo not given)
  A = 1%; B = 0%; C = -3; D = 2%; E = -1%; F = -22; G = -11%; H = 3%; I = 12%
CCN(CC)C(=O)c1sc2c(c1C)c(=O)n(-c1ccc(C)c(C)c1)c(=O)n2Cc1cccc(Cl)c1
  A = x; B = 5µM*; C = -19; D = x; E = 9%; F = x; G = -11%; H = 0%; I = u
C[C@H](NC(=O)CCCOc1ccc(Cl)cc1Cl)c1nnc2ccccn12
  A = 3%; B = 11%; C = 6; D = 5%; E = i; F = 6; G = 11%; H = -2%; I = 9%
Brc1ccc(N=Nc2ccc3ccccc3n2)cc1
  A = -14%; B = u; C = -8; D = -4%; E = -57%[inhibitor]; F = 11; G = u; H = 0%; I = 0%
COc1cccc(-c2cc(C(F)(F)F)n3ncc(C(=O)O)c3n2)c1
  A = 6%; B = 2%; C = 1; D = 5%; E = -25%[57.5 µM]; F = 25; G = 6%; H = 2%; I = 16%
Cc1cc(C(=O)N/N=C/c2ccc([N+](=O)[O-])s2)c2ccccc2n1
  A = -4%; B = -13%; C = -3; D = 5%; E = -20%; F = -27; G = -13%; H = u; I = -10%

One compound at a time, as listed above. Order of screens: aSyn yeast inh, GLP1R inv ag, DRD3 agonist, GLP1R ag, PTHR1 agonist, DRD3 antagonist, KB-V1 MDR tox, HEK293 tox, TDP-43 yeast inh
COc1ccc(C(=O)NC(Cc2c[nH]c3ccccc23)C(=O)O)cc1 (stereo not given) across the screens: 3%, 10%, 2, -1%, i, 19, 0%, 3%, 21%
Brc1ccc(N=Nc2ccc3ccccc3n2)cc1 across the screens: -14%, u, -8, -4%, -57%[inhibitor], 11, u, 0%, 0%
CC[C@]12c3[nH]c4cc(-c5ccco5)ccc4c3CCN1C(=O)[C@@H](CC(=O)NCc1ccco1)C[C@@H]2C(=O)N1CCN(C(=O)c2ccco2)CC1 across the screens: 6%, -7%, 19, 5%, i, -29, 6%, 1%, 8%
